HTR5A ag ctr – counter-screen for OPRM1-OPRD1 agonists: human HTR5A agonism; P47898; HTR5A agonist assay, luminescence, cell-based; activation, % at 9.3 µM; 0.61% of 340,000 active; AID 504692; in the data active = activation mostly above about 9.5%, no sharp cut-off; inactive = mostly below about 7.6%;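 note: 0% = cells with vehicle only and 100% = reference agonist; strong numbers were not always called active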
SUMO Mot1 rescue – inhibitors of SUMOylation pathway: yeast Mot1-301 growth rescue; growth rescue, % at 18.8 µM; S. cerevisiae Mot1-301 growth rescue, ATP luminescence, 38.5C; percent above DMSO median, 100 means doubled; 1% of 320,000 active; AID 2716;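 active = every valid replicate shows activation above 250% relative to neutral control wells; inactive = the rest, any valid replicate at or below 250%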;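 note: OY570 slx delta 5 strain wells were the positive control but not used for scaling; some compounds called inactive have numbers as strong as hits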
phage Ecoli inh – E. coli growth loss with phage present; inhibition, % at 11.9 µM; 0.26% of 360,000 active; growth absorbance; AID 651602; in the data active = inhibition above about 11%
PKA-R1A activ – activates the PKA-R1A holoenzyme complex | AID 504707 | PKA-R1A dissociation, Cy5-IP20 fluorescence polarization; scaled: DMSO 0%, 113 µM cGMP 100% | activation, % at 11.4 µM | 0.083% of 340,000 active;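 active = percent activation above the mean of all tested compounds plus 3 SD, cut at about 19% in these data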;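 note: higher means more PKAc released from R1A so a rise in polarization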
OPRM1-OPRD1 ag – agonists of human mu-delta opioid receptor heterodimerization | P35372+P41143 | cells, OPRM1-OPRD1 heterodimerization, luminescence | activation, % at 9.3 µM | 0.3% of 340,000 active | AID 504326; in the data active = activation above about 18%;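 note: 0% = vehicle-treated cells and 100% = reference agonist; values of inactives mirror those of a sister screen read the other way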
PfHsp90 set2 – inhibits growth of yeast expressing Plasmodium falciparum Hsp90; S. cerevisiae expressing PfHsp90, BacTiter-Glo ATP, 48 h; yeast lacking PDR1 and PDR3 efflux regulators; inhibition, % at 9.4 µM; 0.32% of 310,000 active; AID 504621;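 active = every replicate shows inhibition above about 80%, whatever the replicate mean, limit read from the data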;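 note: 0% = DMSO neutral controls and 100% = 20 µM radicicol positive controls; yeast relying on Plasmodium falciparum Hsp90 in place of its own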
Pemphigus Ab inh – human desmoglein-3 autoantibody binding inhibition; P32926; DSG3-coupled beads, scFv-anti-DSG3-GFP binding, flow cytometry; hits give low values; binding (percent of control), % at 10 µM; 0.48% of 310,000 active; AID 588358;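 active = binding more than 3 SD below its plate's average and above zero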;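 note: hits lower antibody fragment binding to DSG3; some compounds called inactive have numbers as strong as hits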
Target sequence (P32926 whole entry, looked up, the tested form may be a part): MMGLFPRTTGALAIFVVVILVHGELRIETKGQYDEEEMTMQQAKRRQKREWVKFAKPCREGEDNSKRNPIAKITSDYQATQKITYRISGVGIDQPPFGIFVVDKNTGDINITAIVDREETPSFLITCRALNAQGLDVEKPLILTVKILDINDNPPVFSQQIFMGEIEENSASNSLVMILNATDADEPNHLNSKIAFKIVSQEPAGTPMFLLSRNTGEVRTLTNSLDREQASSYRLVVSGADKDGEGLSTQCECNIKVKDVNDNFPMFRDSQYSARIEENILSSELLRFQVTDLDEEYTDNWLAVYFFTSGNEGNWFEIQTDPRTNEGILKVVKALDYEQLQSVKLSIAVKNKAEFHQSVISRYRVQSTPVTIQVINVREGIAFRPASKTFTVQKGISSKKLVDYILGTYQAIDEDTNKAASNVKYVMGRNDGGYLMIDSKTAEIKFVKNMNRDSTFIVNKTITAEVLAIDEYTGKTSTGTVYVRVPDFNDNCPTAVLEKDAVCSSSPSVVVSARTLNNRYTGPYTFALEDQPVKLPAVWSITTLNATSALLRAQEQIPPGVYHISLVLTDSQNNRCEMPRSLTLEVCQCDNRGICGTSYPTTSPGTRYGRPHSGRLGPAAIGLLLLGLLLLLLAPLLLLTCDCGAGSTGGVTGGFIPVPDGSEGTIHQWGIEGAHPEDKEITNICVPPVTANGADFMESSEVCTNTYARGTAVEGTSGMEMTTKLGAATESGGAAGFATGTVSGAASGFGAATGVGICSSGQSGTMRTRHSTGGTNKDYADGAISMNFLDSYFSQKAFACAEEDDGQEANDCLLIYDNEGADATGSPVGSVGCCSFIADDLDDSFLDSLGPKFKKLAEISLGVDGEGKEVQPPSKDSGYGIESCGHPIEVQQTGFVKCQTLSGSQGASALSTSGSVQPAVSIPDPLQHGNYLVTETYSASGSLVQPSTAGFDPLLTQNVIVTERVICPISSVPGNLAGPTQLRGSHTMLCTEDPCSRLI
OPRM1-OPRD1 inv – inverse agonist of human OPRM1-OPRD1 heterodimerization; P35372+P41143; cell-based MOR-DOR heterodimer luminescence, inverse agonism; inhibition, % at 9.3 µM; 0.21% of 340,000 active; AID 504357; in the data active = inhibition above about 22%, passing the limit was not always enough;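 note: 0% = cells with DMSO and 100% = wells without cells with DMSO; values of inactives mirror those of a sister screen read the other way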
AddAB inh – less growth of phage-infected E. coli with AddAB; E. coli expressing H. pylori AddAB, absorbance growth; inhibition, % at 11.9 µM; 0.29% of 330,000 active; AID 435030; in the data active = inhibition above about 12%;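 note: 0% = vehicle wells of infected cells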
HTR5A inv ctr – HTR5A inverse agonism, opioid heterodimer counter-screen; 0.083% of 340,000 active; P47898; inhibition, % at 9.3 µM; AID 504634; HTR5A cell line, luminescence; in the data active = inhibition mostly above about 23%, no sharp cut-off; inactive = mostly below about 18%;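 note: 0% = cells with DMSO and 100% = no-cell wells with DMSO; some compounds called inactive have numbers as strong as hits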
E coli growth – bacterial growth inhibition, counter-screen for AddAB inhibitors | E. coli V3065 growth, OD600 absorbance, 18 h | inhibition, % at 11.9 µM | 0.27% of 330,000 active | AID 449728;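 active = inhibition above the campaign's mean inhibition across all tested compounds plus 3 SD, cut at about 9.9% in these data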;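 note: uninfected addAB+ strain grown without phage in ampicillin broth; 0% = DMSO wells and 100% = ciprofloxacin 0.95 µg/ml wells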
Active calls of the source: *; . = no result given; + = active, no number.

SMILES | HTR5A ag ctr | SUMO Mot1 rescue | phage Ecoli inh | PKA-R1A activ | OPRM1-OPRD1 ag | PfHsp90 set2 | Pemphigus Ab inh | OPRM1-OPRD1 inv | AddAB inh | HTR5A inv ctr | E coli growth
CC(NC(=O)c1cccs1)c1ccc(Br)cc1 (stereo unspecified) | -1 | 800* | 0.7 | -7 | -1.6 | -2 | 92 | 8 | 5.7 | 5 | 3.2
CCOC(=O)C(=O)Nc1nnc(COc2ccccc2)s1 | -5 | -6 | 1.3 | -13 | 1.2 | -23 | . | -5 | 1.7 | 15 | 1.6
N/C(=N\OC(=O)COc1ccc(Br)cc1)c1cccnc1 | -1 | 16 | 2.0 | -12 | -2.1 | 43 | 99 | 11 | 0.0 | 3 | -2.8
CC1=CCC2C(=O)N(c3ccc(C)cc3)C(=O)C2C1 (stereo unspecified) | 1 | -7 | -0.9 | 2 | -2.4 | 20 | 110 | 14 | 3.2 | 3 | 0.9
COc1ccc(C2c3ccc(O)cc3Oc3ncn4nc(-c5cccnc5)nc4c32)cc1OC (stereo unspecified) | -1 | 1 | -0.1 | -12 | -1.6 | -12 | 99 | 8 | 0.0 | -17 | -0.6
CCO[C@H]1OC(C(=O)N2CCOCC2)=C[C@@H](c2ccc3c(c2)OCO3)[C@@H]1CCCO | 3 | 51 | 0.2 | 4 | -1.0 | . | 103 | 5 | 0.8 | -24 | 1.4
Cc1nn(C)c(=S)[nH]c1=S | -1 | . | 2.1 | 2 | -2.2 | -6 | 95 | 10 | . | 2 | .
O=C(Nc1nc(-c2ccc(Cl)cc2)cs1)C1=COCCO1 | 4 | 84 | 3.9 | 7 | -0.1 | 4 | 114 | 0 | 0.8 | -22 | -0.8
COc1ccccc1-c1cccc([C@@H]2C[C@H]3[C@@H](CN2)CON3C)c1 | 0 | . | 2.5 | -14 | -0.3 | 5 | 137 | 1 | . | 1 | .
O=C(CCC(=O)N1CCSc2ccccc21)NCc1ccccc1 | -4 | 148 | 3.3 | -7 | -3.2 | 2 | 106 | 16 | 3.6 | 9 | -1.0

Taken from above.
Reading for `N/C(=N\OC(=O)COc1ccc(Br)cc1)c1cccnc1` in OPRM1-OPRD1 ag: -2.1
Reading for `COc1ccc(C2c3ccc(O)cc3Oc3ncn4nc(-c5cccnc5)nc4c32)cc1OC` (stereo unspecified) in SUMO Mot1 rescue: 1

Printed as active in SUMO Mot1 rescue (from the list above):
| Structure | SUMO Mot1 rescue | phage Ecoli inh | PKA-R1A activ | OPRM1-OPRD1 ag | PfHsp90 set2 | Pemphigus Ab inh | OPRM1-OPRD1 inv | AddAB inh |
| --- | --- | --- | --- | --- | --- | --- | --- | --- |
| CC(NC(=O)c1cccs1)c1ccc(Br)cc1 (stereo unspecified) | 800* | 0.7 | -7 | -1.6 | -2 | 92 | 8 | 5.7 |

The list goes on.
SMILES | HTR5A ag ctr | SUMO Mot1 rescue | phage Ecoli inh | PKA-R1A activ | OPRM1-OPRD1 ag | PfHsp90 set2 | Pemphigus Ab inh | OPRM1-OPRD1 inv | AddAB inh | HTR5A inv ctr | E coli growth
COc1ccc(CNC(=O)C(c2ccncc2)N(C(=O)Cc2cccs2)c2cccnc2)cc1 (stereo unspecified) | -4 | 3 | -2.0 | -4 | -1.3 | 3 | 100 | 7 | 0.5 | 13 | -0.1
Cc1ccc(N2C(=O)CC(n3ccnc3)C2=O)cc1C (stereo unspecified) | -3 | 7 | 1.2 | 2 | -1.5 | 3 | 104 | 8 | 11 | -13 | -0.6
CC(C)c1nn2c(=O)cc(COc3cccc(NC(=O)c4ccco4)c3)nc2s1 | 2 | 3 | 1.1 | -1 | -2.0 | -17 | . | 11 | 1.5 | 16 | -0.9
O=C(NC(=S)NCc1ccccc1)c1ccc(Br)cc1 | . | 34 | -1.3 | . | . | . | 104 | . | 4.3 | . | 1.5
CCn1c(C(=O)O)c(CC(=O)N(C)c2ccc(OC)cc2OC)c2ccccc21 | -3 | -21 | -1.0 | 5 | -0.1 | -54 | 92 | 0 | 0.0 | 11 | -1.6
COc1ccc(OC)c(C2C(C(=O)c3cccs3)=C(O)C(=O)N2CCN(C)C)c1 (stereo unspecified) | 0 | 170 | 1.6 | 13 | -2.5 | 0 | 106 | 14 | -0.5 | -22 | -0.6
Cc1c(C(=O)Nc2nnc(C(F)(F)F)s2)oc2ccccc12 | -1 | -9 | 3.3 | 12 | -0.4 | -35 | 103 | 2 | -0.1 | -19 | 0.0
CCOC(=O)C1=C(C)N(CCCCCC(=O)O)C(=O)NC1c1ccc(Br)cc1 (stereo unspecified) | -1 | -15 | 0.2 | 8 | -2.9 | -2 | 104 | 16 | 1.6 | -6 | -2.4
CCOc1ccccc1N(CC(=O)Nc1cccc2ccccc12)S(C)(=O)=O | 4 | 81 | 3.0 | 5 | -1.6 | -10 | 114 | 8 | -1.8 | -10 | -0.8
CCCCn1nc2cc(C(=O)NCc3ccccc3OC)ccc2c1OCC | 2 | -10 | 1.1 | -1 | -2.5 | 12 | 103 | 15 | 0.9 | -7 | 3.0
CCn1c(=NC(=O)c2cccc(N3C(=O)CCC3=O)c2)sc2c(OC)ccc(OC)c21 | -4 | -6 | 4.5 | 7 | 0.0 | -5 | 103 | 0 | 4.5 | 13 | -0.1
Cc1nn(-c2ccccc2)c2c1C1(C(=O)N3c4c(cccc41)C(C)CC3(C)C)C(C#N)=C(N)O2 (stereo unspecified) | 0 | 9 | 2.1 | 4 | 5.0 | -16 | 122 | -27 | 1.0 | -3 | -1.5
CCSc1nnc(NC(=O)CSc2nc3c(c(=O)n2C)SC(C)C3)s1 (stereo unspecified) | 7 | -1 | 1.2 | -8 | 1.2 | 17 | 98 | -7 | -2.7 | -32 | -0.4
CC(=O)c1cccc(OCc2cc(C(=O)NC3CCN(Cc4ccccc4)CC3)no2)c1 | 7 | 244 | -0.6 | 9 | 0.2 | -4 | . | -1 | 2.7 | 21 | 2.6
COc1ccc(S(=O)(=O)N2CCOCC2)cc1NC(=O)CN1C(=O)NC2(CCCC2)C1=O | 5 | 2 | 0.9 | -1 | -1.1 | -8 | . | 4 | -0.8 | -13 | 2.1
CCCS(=O)(=O)c1c(S(=O)(=O)CCC)c2cc(CC)ccn2c1C(=O)OC | 0 | 0 | 2.0 | 4 | 0.1 | -22 | 103 | -1 | -0.2 | -12 | 1.6
CC(C)COc1cccc(C(=O)Nc2ccc(S(=O)(=O)N3CCOCC3)cc2)c1 | 0 | -14 | 0.6 | -10 | 1.5 | 11 | 102 | -9 | 3.5 | 23 | 0.9
COc1ccc2nc(/N=C(\N)NC(=O)N3c4ccccc4Sc4ccccc43)nc(C)c2c1 | 3 | -10 | 6.4 | -6 | -0.2 | -19 | 120 | 1 | 1.6 | 13 | 1.7
Cc1ccccc1Nc1nc(-c2cccnc2)nc2ccccc12 | 7 | 34 | 3.5 | -3 | -2.8 | 3 | 108 | 15 | 2.1 | -21 | 0.6
CCOC(=O)c1c(C)[nH]c(C)c1C(=O)COC(=O)c1cccnc1SC | -2 | . | 1.7 | -10 | -3.6 | -5 | . | 13 | -0.3 | -10 | -2.3
CCC(=O)c1cn([C@H](CCC(OC)OC)CC(=O)OC(C)(C)C)cc1CC | -3 | 7 | 1.1 | -18 | -4.1 | 18 | 104 | 19 | 2.1 | -17 | -0.3
O=C(COc1ccccc1)Nc1cccc(-c2nnc(-c3ccccc3)o2)c1 | 4 | + | 5.9 | 2 | -1.8 | 15 | 137 | 10 | -1.9 | -38 | 0.3
COc1ccc(OC)c(NC(=S)NN2CCN(C)CC2)c1 | -1 | -8 | 5.5 | 2 | -1.4 | 1 | 102 | 7 | -1.0 | 2 | 0.4
COc1ccc(C)cc1NC(=O)C1CC(=O)N(CCc2ccc(F)cc2)C1 (stereo unspecified) | 2 | . | 1.9 | -12 | -1.6 | -5 | 98 | 8 | . | -8 | .
COc1ccc(-c2nnn(CC(=O)NCc3cccs3)n2)cc1OC | -3 | 3 | 0.8 | 0 | -2.1 | -45 | . | 13 | 0.2 | -2 | 0.3
O=C(OCC(=O)N1CCN(S(=O)(=O)c2ccc(Cl)cc2)CC1)c1cc(Br)ccc1O | 2 | -5 | 1.0 | -6 | -0.4 | . | . | 3 | -1.0 | 12 | 0.5
CCCOc1ccc([C@@H]2C3CN(C(=O)OCC)CC=C3C(C#N)=C(N)C2(C#N)C#N)cc1OC (stereo partly specified) | -1 | 64 | . | 5 | -2.6 | 12 | 104 | 14 | 0.1 | -15 | -0.7
CCOC1OC2C(CO)OC(n3cnc4c(N)ncnc43)C2O1 (stereo unspecified) | 3 | 7 | 1.0 | -3 | -1.7 | 23 | 101 | 9 | -1.2 | -10 | -2.5
CC1CC(C(F)(F)F)n2ncc(C(=O)O)c2N1 (stereo unspecified) | 2 | 14 | -1.3 | 1 | -2.1 | 0 | 104 | 12 | 2.4 | -6 | 1.5
NC(=O)CS(=O)(=O)c1ccc(Cl)cc1 | 4 | 3 | 3.4 | 7 | -0.5 | -27 | 100 | 2 | 1.9 | -12 | -0.4
C1=CC(c2cc3ccccc3o2)OC(CCc2ccccc2)C1 (stereo unspecified) | 6 | 8 | 0.5 | -3 | 5.7 | -1 | 107 | -26 | 5.0 | -7 | 3.1
Cc1cccc(NC(=O)C2CCCN2C(=O)Oc2ccccc2)c1 (stereo unspecified) | 5 | -1 | 0.6 | -10 | -2.4 | 17 | 102 | 13 | 1.1 | -6 | -0.2
CCOCCCNC(=O)c1cn(C)c2ccc(S(=O)(=O)N3CCCC3)cc2c1=O | 2 | 4 | 1.9 | -4 | -2.7 | 15 | 105 | 14 | -0.8 | 2 | 0.8
COc1ccc(N2CCN(S(=O)(=O)CCNC(=O)C34CC5CC(CC(C5)C3)C4)CC2)cc1 | 0 | 2 | -0.6 | -1 | -2.8 | -6 | . | 15 | 3.2 | 5 | -0.4
O=C(CN1CCN(CN2C(=O)NC3(CCCCCC3)C2=O)CC1)Nc1cccc(F)c1 | -5 | -14 | 1.9 | 6 | -2.8 | 66 | 105 | 10 | 3.0 | 1 | 0.3
COc1ccc(S(=O)(=O)CC(=O)Nc2nnc(C(F)(F)F)s2)cc1 | -2 | -13 | 2.8 | 9 | -2.4 | 15 | 114 | 13 | 0.0 | -4 | -0.2
COc1ccc(NC(=O)CN(C)C(=O)c2cn(-c3ccccc3)nc2-c2cccs2)cc1 | -1 | 11 | 4.0 | 0 | -3.0 | 13 | 84 | 15 | 4.5 | 13 | -1.7
Cc1ccc(SCc2nc(-c3ccccc3)no2)cc1 | 3 | -13 | 3.7 | -13 | 2.5 | -13 | . | -11 | 2.1 | -4 | -3.0
COc1ccccc1NC(=O)CSc1nnc2ccccn12 | 13 | . | 1.7 | 3 | -0.5 | 34 | 103 | 2 | 0.3 | -32 | 1.1
Cn1/c(=N/NC(=O)c2cccc(OC(F)F)c2)sc2ccccc21 | -3 | -2 | -0.1 | -9 | -1.0 | 6 | 93 | 6 | -3.8 | -2 | -5.7
O=C(COc1ccc(Cl)cc1Cl)NN1C(=O)/C(=C\c2ccc(Cl)cc2)SC1=S | -2 | -9 | 1.3 | 4 | 0.3 | 33 | 102 | -2 | 2.1 | 6 | 1.0

Bioassay records from PubChem.
